hIAP activ – human IAP activation | actives 0.16% (n = 330,000) | P09923 | activation factor at 10 µM | purified human IAP, CDP-Star luminescence, 30 min; active compounds read high; 1 = vehicle-only enzyme, 0 = enzyme-free background | AID 2524;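 active = activation factor of the enzyme at least 2-fold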; also: the source names both 10 and 20 µM as test concentration; values of inactives mirror those of a sister screen read the other way
NLRP3 yeast inh – NALP3 inhibition in yeast; Yeast reconstituted NLRP3/ASC/caspase-1, beta-gal luminescence, 24 h; inhibition, % at 10 µM; actives 0.39% (n = 330,000);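 active = inhibition of 50% or more; inactive = inhibition below 50%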;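 also: plate controls were induced DMSO wells for no effect and uninduced yeast grown without galactose for full effect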
hIAP block – human IAP inhibition; actives 0.12% (n = 330,000); inhibition, % at 10 µM; AID 2544; purified IAP, CDP-Star luminescence, 30 min;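 active = inhibition reaching a set limit with compound at 10 µM in the primary screen, cut at about 35% in these data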;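 also: plate controls were DMSO wells with enzyme for no effect and no-enzyme buffer wells for full effect; values of inactives mirror those of a sister screen read the other way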
mIAP inh – mouse IAP inhibition; inhibition, % at 10 µM; actives 0.2% (n = 330,000); purified mouse IAP, CDP-Star luminescence, 30 min;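 active = inhibition of at least 40% at 10 µM in the primary screen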;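 also: plate controls were DMSO with enzyme for no effect and no enzyme wells for full effect; values of inactives mirror those of a sister screen read the other way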
A3A deaminase – human APOBEC3A DNA deaminase inhibition; recombinant A3A, FAM/TAMRA ssDNA deamination fluorescence; P31941; AID 493011; inhibition, % at 20 µM; actives 0.41% (n = 330,000);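 active = at least 40% inhibition at 20 µM here, with at most 30% in a related deaminase screen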;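 also: plate controls were A3A with DMSO for no effect and wells lacking A3A enzyme for full effect; some results filed as inactive read as strong as hits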
Target sequence (P31941 whole entry, looked up): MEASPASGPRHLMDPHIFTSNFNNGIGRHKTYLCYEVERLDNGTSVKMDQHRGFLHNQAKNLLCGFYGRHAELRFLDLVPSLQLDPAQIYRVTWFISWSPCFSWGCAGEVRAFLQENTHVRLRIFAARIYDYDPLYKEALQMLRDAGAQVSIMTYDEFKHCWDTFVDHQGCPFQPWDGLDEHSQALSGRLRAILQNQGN
mIAP act – mouse IAP activation. muIAP, CDP-Star luminescence, 30 min; active compounds read high; 1 = vehicle-only enzyme signal, 0 = enzyme-free wells. AID 2805. actives 0.24% (n = 330,000). activation factor at 10 µM;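 active = activation factor of at least 2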; also: the source names both 10 and 20 µM as test concentration; values of inactives mirror those of a sister screen read the other way
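Assay system: mouse IAP enzyme / Compound: DMSO-dissolved test compounds / Timing: 30 min, room temperature / Measured by: luminescence from enzymatic CDP-Star hydrolysis / Control set: DMSO-only wells, enzyme-free buffer wells as negative control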
MIN6 prolif – inducers of beta-cell replication in MIN6 cells. MIN6 cells proliferation, ATPlite luminescence, 48 h; cells starved in 0.2% serum; 100% = growth in 10% serum. proliferation, % at 10 µM. actives 0.29% (n = 330,000);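 active = compounds whose signal lies at least 3.5 SD above the mean of all wells on their plate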;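 also: 0% = DMSO-treated cells in low-serum medium and 100% = 10% serum control; some compounds called inactive have numbers as strong as hits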
SENP1 inh – SENP1 (human) catalytic domain inhibition | recombinant SENP1 catalytic domain, CyPet-SUMO1-YPet FRET cleavage | inhibition, % at 10 µM | Q9P0U3 | actives 0.21% (n = 360,000) | AID 624204;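 active = inhibition at least 30% at 10 µM, raw YFP signal under a set limit, fluorescence ratio 0.5 to 1.5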;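 also: 0% = enzyme with DMSO and 100% = no enzyme wells; some results filed as inactive read as strong as hits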
Target sequence (Q9P0U3 419-644 limits assumed): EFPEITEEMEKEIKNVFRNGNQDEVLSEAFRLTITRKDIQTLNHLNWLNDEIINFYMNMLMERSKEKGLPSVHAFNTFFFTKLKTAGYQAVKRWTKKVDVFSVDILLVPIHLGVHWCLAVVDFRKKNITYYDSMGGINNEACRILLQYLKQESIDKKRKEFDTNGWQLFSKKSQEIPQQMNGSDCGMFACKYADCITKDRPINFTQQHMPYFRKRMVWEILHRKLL
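Material: hSENP1 catalytic domain, recombinant; medium: Tris pH 8 with BME, BSA, NP40 and catalase; compound: single concentration of 10 µM compound, 0.5% DMSO final; technique: FRET read of cyan and yellow fluorescence; timing: 50 min enzyme reaction, room temperature, light-protected; reagent: SFCypet-SUMO1-SFYpet substrate at 25 nM; control set: no-enzyme low, enzyme-DMSO high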
APOBEC3G inh – inhibitors of human APOBEC3G DNA deaminase | recombinant A3G, ssDNA deamination FAM/TAMRA fluorescence | inhibition, % at 20 µM | actives 0.28% (n = 330,000) | AID 493012;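 active = inhibition of at least 40% at 20 µM, with no more than 30% in the related APOBEC3A deaminase screen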;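 also: plate controls were DMSO wells with A3G for no effect and wells lacking A3G enzyme for full effect; some compounds called inactive have numbers as strong as hits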
Target sequence (Q9HC16 whole entry, looked up): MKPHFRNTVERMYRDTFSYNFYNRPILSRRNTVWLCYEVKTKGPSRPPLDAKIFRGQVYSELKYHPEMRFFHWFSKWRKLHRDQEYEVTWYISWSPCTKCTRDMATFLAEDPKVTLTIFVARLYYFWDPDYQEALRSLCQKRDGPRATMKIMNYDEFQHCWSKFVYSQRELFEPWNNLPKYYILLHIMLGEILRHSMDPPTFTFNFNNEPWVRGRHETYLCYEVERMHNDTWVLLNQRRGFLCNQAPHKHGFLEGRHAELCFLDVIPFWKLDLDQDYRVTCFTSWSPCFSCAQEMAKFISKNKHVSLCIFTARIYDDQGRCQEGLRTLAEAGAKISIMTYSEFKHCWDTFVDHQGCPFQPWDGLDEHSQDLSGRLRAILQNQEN
Active calls of the source: *; x = not tested or not shown. An excerpt; count on the stated rates, not on these rows.

SMILES | hIAP activ | NLRP3 yeast inh | hIAP block | mIAP inh | A3A deaminase | mIAP act | MIN6 prolif | SENP1 inh | APOBEC3G inh
CC(=O)N1N=C(c2c(O)n(C)c(=O)n(C)c2=O)CC1c1ccccc1 (centres undefined) | 1.2 | 1 | -17 | 3 | -5 | 0.97 | -3 | 2 | -9
O=c1[nH]c(=O)n(Cc2ccco2)c(O)c1/C=N/N1CCCCC1 | 1.1 | 8 | -13 | 12 | 24 | 0.88 | 1 | -17 | 9
CNC(=O)Oc1cccc2ccccc12 | 1.1 | 2 | -13 | 1 | 2 | 0.99 | 0 | 7 | 1
COC(=O)C1=C(c2ccc3ccccc3c2)C[C@@H]2CC[C@H]1N2C(=O)NCc1ccc(F)cc1 | 1.1 | 11 | -15 | -17 | -2 | 1.2 | -7 | 0 | -2
CC(=O)c1ccc2c(c1)C1C(Cl)C(Sc3ccccc3[N+](=O)[O-])CC1C(c1ccccc1[N+](=O)[O-])N2 (centres undefined) | 1 | -2 | -2 | 12 | -7 | 0.88 | -7 | 4 | -11
O=P(O)(O)C12CC3CC(CC(C3)C1)C2 | 1 | -5 | -4 | -9 | -2 | 1.1 | 0 | 2 | -6
C=CCC1([C@@H](C)CCC)C(=O)NC(=O)NC1=O | 1.2 | -4 | -23 | 1 | -2 | 0.99 | -3 | 0 | -1
CCOC(=O)c1c(C)n(Cc2ccccc2)c2ccc(OCC(O)Cn3nc(C)cc3C)cc12 (centres undefined) | 1 | 4 | 0 | -2 | -3 | 1 | -4 | 2 | -2
OC12ONC(c3ccccn3)C1N1CCC2CC1 (centres undefined) | 0.84 | 3 | 16 | 2 | -3 | 0.98 | -1 | 1 | -3
Cc1cc([N+](=O)[O-])c2ccccc2[n+]1[O-] | 0.94 | 40 | 6 | -6 | 0 | 1.1 | -4 | 0 | -10
CCOC(=O)C1(CCc2ccccc2)CCN(Cc2cccc3c2OCO3)CC1 | 1 | 24 | 0 | 6 | -1 | 0.94 | -4 | 0 | -8
CCN(CC)C(=O)c1ccc(NC(=O)c2c(C)noc2C)cc1 | 0.97 | 7 | 3 | -8 | -1 | 1.1 | -1 | 0 | -3
O=C(C1CC(=O)N(C2CCCCCCC2)C1)N1CCC2(CC1)OCCO2 (centres undefined) | 0.95 | 10 | 5 | 12 | 0 | 0.88 | 1 | 1 | -6
CC(=O)Nc1ccccc1OP1(=O)COc2ccccc2OC1 | 1 | -4 | -3 | 0 | -5 | 1 | -1 | 3 | -6
CS(=O)(=O)N1CCCC(C(=O)N2CCC3(CC2)OCCO3)C1 (centres undefined) | 0.86 | 12 | 14 | 10 | 3 | 0.91 | -3 | 0 | 8
NNC(=O)c1ccc(O)cc1 | 0.9 | 13 | 10 | -15 | -4 | 1.2 | 0 | -1 | 5
CN1CCN(c2ccc(F)cc2N)CC1 | 0.91 | -8 | 9 | 3 | 1 | 0.97 | -4 | -12 | -6
C[C@H](NC(=O)N1C[C@H]2C[C@@H](C1)c1cccc(=O)n1C2)C(=O)Nc1ccccc1F | 1 | 3 | 0 | -2 | 7 | 1 | -3 | 3 | 2
Nc1ccccc1Cl | 0.93 | 6 | 7 | -3 | -2 | 1 | -2 | -3 | -10
OC1/C(=C/c2ccc(F)cc2)N2CCC1CC2 (centres undefined) | 0.98 | -1 | 2 | 2 | 2 | 0.98 | -3 | 3 | -3
O=C1N(c2cccc(Cl)c2)C(c2cccnc2)N2CCCN12 (centres undefined) | 0.95 | 22 | 5 | -10 | 5 | 1.1 | -1 | 0 | -1
CCC(=O)N1CC(=O)Nc2ccc(F)cc2C1c1ccc(F)cc1 (centres undefined) | 1.1 | 1 | -10 | 7 | 1 | 0.93 | 2 | -1 | 1
CN(C)C(=O)Oc1ccc(Cl)c2cccnc12 | 1 | 14 | -1 | -1 | -1 | 1 | 0 | -1 | -6
Cc1c(C=O)c2ccccc2n1Cc1cccc(F)c1 | 1 | 12 | -2 | -1 | 0 | 1 | 0 | -6 | -7
CN(CC(=O)Nc1ccccc1-c1ccccc1)C1CCCCC1 | 0.89 | 11 | 11 | -3 | 3 | 1 | -3 | 0 | -2
Cc1nn(Cc2ccccc2Cl)c(C)c1C(=O)OCC(=O)N1CC(C)OC(C)C1 (centres undefined) | 1.1 | 5 | -7 | 2 | -3 | 0.98 | 0 | 5 | -7
Cc1c(N)c(C)c([N+](=O)[O-])c(C)c1[N+](=O)[O-] | 0.91 | 21 | 9 | 7 | -1 | 0.93 | 1 | 0 | -6
Cc1ccccc1C(=O)NC(Oc1ccccc1)C(Cl)(Cl)Cl (centres undefined) | 0.79 | 0 | 21 | 2 | -4 | 0.98 | 0 | 4 | -7
NCCc1c[nH]c2ccccc12 | 1 | 5 | -3 | 4 | -1 | 0.96 | -2 | -14 | -3
Cc1cc(NCCN)nc2ccccc12 | 0.98 | 25 | 2 | -10 | -2 | 1.1 | -3 | 0 | -5
COc1ccc(C(=O)C2CCCN(Cc3ccon3)C2)cc1OC (centres undefined) | 1.2 | -4 | -20 | 4 | 1 | 0.96 | -2 | 1 | -2
CCc1c(C)nc(N)nc1N1N=C1SCC(N)=O | 1.1 | 12 | -5 | 2 | -2 | 0.98 | 2 | 1 | -6
O=C(O)c1ccc(-n2c(O)c(/C=C3\C=Nc4ccccc43)c(=O)[nH]c2=O)cc1 | 1.1 | 30 | -9 | 15 | -2 | 0.85 | -1 | -34 | -11
CCN(C(=O)COC(=O)C(O)(c1ccccc1)c1ccccc1)c1c(N)n(Cc2ccccc2)c(=O)[nH]c1=O | 0.92 | 14 | 8 | -1 | -2 | 1 | 4 | -1 | -9
Cc1cc(Cl)ccc1OCCCC(=O)NCc1cccs1 | 0.96 | 32 | 4 | -2 | 1 | 1 | 0 | 1 | -2
C/C(=N\NC(=O)c1ccncc1)c1c(O)[nH]c(=O)[nH]c1=O | 1.1 | -11 | -5 | 2 | -1 | 0.98 | -1 | x | -1
Cc1nn(CC(=O)N2CCC3(CC2)OCCO3)c(=O)c2cc3ccccc3n12 | 1.3 | 8 | -33 | 2 | -6 | 0.98 | -2 | 0 | -3
Oc1ccc(Br)cc1CN1CCN(c2ccccc2)CC1 | 1.1 | 15 | -5 | 4 | -1 | 0.96 | -1 | 1 | -4
C[C@]12CCC3C(CC[C@@H]4CC(=O)CC[C@]34C)C1CC[C@@H]2O (some centres undefined) | 1.1 | 68* | -7 | 9 | -3 | 0.91 | -1 | 2 | -3
COc1cc(NC(=O)CN2C3CCC2CC(O)(c2cccnc2)C3)cc(OC)c1 (centres undefined) | 1 | 1 | -2 | 0 | -2 | 1 | 0 | 1 | -2
Cn1cccc1/C=C1/C(=O)NC(=O)N(C(C)(C)C)C1=O | 1.1 | 7 | -7 | 11 | -5 | 0.89 | 0 | -3 | -4
CN(C)c1ccc(/C=C2/C(=O)NC(=O)N(CCc3ccc(F)cc3)C2=O)cc1 | 0.98 | -3 | 2 | 5 | 1 | 0.95 | 1 | -3 | -3
COC(=O)C(O)(c1ccc(N(C)C(=O)OC(C)C)cc1)C(F)(F)F (centres undefined) | 1.3 | 1 | -29 | 3 | 1 | 0.97 | -2 | 3 | -1
CN1CCN(c2cn[nH]c(=O)c2Cl)CC1 | 1 | 4 | 0 | -7 | 1 | 1.1 | -1 | 1 | 3
COc1ccc(N2C(=O)/C(=C/C=C/c3ccccc3[N+](=O)[O-])C(=O)NC2=S)cc1 | 0.93 | 1 | 7 | 22 | -1 | 0.78 | -5 | x | 0
CC[C@H](C)[C@@H]1O[C@@]2(C=CC1C)CC1C[C@@H](CC=C(C)C(O[C@H]3CC(OC)C(O[C@H]4CC(OC)C(O)C(C)O4)C(C)O3)C(C)C=CC=C3CO[C@@H]4C(O)C(C)=C[C@@H](C(=O)O1)[C@]34O)O2 (some centres undefined) | 1.3 | 6 | -34 | -9 | -2 | 1.1 | -8 | x | -6
CN(C)C1(CNC(=O)Cc2ccccc2F)CCCCC1 | 1.1 | 21 | -6 | 2 | -5 | 0.97 | -2 | 0 | -6
O=c1[nH]c(=O)n(Cc2ccco2)c(O)c1C=NCCN1CCOCC1 | 0.92 | 24 | 8 | 9 | 3 | 0.91 | -1 | -1 | -2
CC(C)CNP(=S)(c1ccccc1)C(C)(C)C (centres undefined) | 1.1 | -21 | -15 | 2 | -1 | 0.98 | 4 | 3 | -6
C[C@]12CC[C@H](N)CC1=CCC1C2CC[C@@]2(C)C1CC[C@@H]2O (some centres undefined) | 1.2 | 56* | -16 | -9 | 2 | 1.1 | -3 | -1 | -5

Carrying on:
SMILES | hIAP activ | NLRP3 yeast inh | hIAP block | mIAP inh | A3A deaminase | mIAP act | MIN6 prolif | SENP1 inh | APOBEC3G inh
Cc1ccc(-n2c(O)c(C=NCC3CCCO3)c(=O)[nH]c2=O)c(C)c1 (centres undefined) | 0.96 | 39 | 4 | 7 | 2 | 0.93 | -1 | 2 | 0
Cc1ccsc1C(=O)C1CCCN(Cc2cnc(N)nc2)C1 (centres undefined) | 1.1 | 11 | -5 | -10 | 5 | 1.1 | -1 | 2 | -1
Cc1c(C(c2ccc(O)cc2)c2c(O)c3ccccc3oc2=O)c(=O)n(-c2ccccc2)n1C (centres undefined) | 1 | 14 | 0 | -1 | 1 | 1 | 1 | 1 | -3
CCCN(CC#CCOc1ccc(OC)cc1)CCC | 0.9 | 15 | 10 | 7 | -1 | 0.93 | -2 | 1 | -4
COP(=O)(OC)C(NC(=O)/C=C/c1ccccc1)C(Cl)(Cl)Cl (centres undefined) | 1.2 | 3 | -19 | 7 | 0 | 0.93 | -2 | 1 | -3
COc1cccc(-c2nn(Cc3ccccc3)cc2C(=O)O)c1 | 0.98 | 24 | 2 | -4 | 3 | 1 | 0 | 0 | 12
O=C(Cc1ccccc1)Oc1cccc(-n2cnnn2)c1 | 0.97 | 23 | 3 | 5 | -3 | 0.95 | -2 | 1 | -2
CCOC(=O)N(CC)c1ccc(C(O)(C(=O)OCC)C(F)(F)F)cc1 (centres undefined) | 1.1 | 2 | -8 | 8 | -2 | 0.92 | 0 | 2 | -1
COC(=O)C1=C(c2ccc(S(C)(=O)=O)cc2)C[C@@H]2CC[C@H]1N2C(=O)N1CCCCC1 | 1 | 12 | 0 | 39 | 2 | 0.61 | 6 | 3 | -5

Record cards, as listed above. Order of screens: hIAP activ, NLRP3 yeast inh, hIAP block, mIAP inh, A3A deaminase, mIAP act, MIN6 prolif, SENP1 inh, APOBEC3G inh
Profile of `CCOC(=O)N(CC)c1ccc(C(O)(C(=O)OCC)C(F)(F)F)cc1` (centres undefined) = 1.1, 2, -8, 8, -2, 0.92, 0, 2, -1
Profile of `COc1cccc(-c2nn(Cc3ccccc3)cc2C(=O)O)c1` = 0.98, 24, 2, -4, 3, 1, 0, 0, 12
Profile of `Cc1c(C(c2ccc(O)cc2)c2c(O)c3ccccc3oc2=O)c(=O)n(-c2ccccc2)n1C` (centres undefined) = 1, 14, 0, -1, 1, 1, 1, 1, -3
Profile of `CCCN(CC#CCOc1ccc(OC)cc1)CCC` = 0.9, 15, 10, 7, -1, 0.93, -2, 1, -4

Bioassay records as filed in PubChem BioAssay.
